High-throughput results deposited in PubChem by Johns Hopkins Ion Channel Center.
CHT inh = inhibitors of human choline transporter CHT; B-score at 10 µM; High affinity choline transporter 1 (Homo sapiens), Q9GZV3; CHT-expressing cells, membrane potential dye, choline response; hits give low values; hit rate 0.86% among 310,000;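 active = B-score over 3 SD under the library average, and starting fluorescence ratio not unusually high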;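 also: choline stimulus applied at its EC90 after an EC20 pre-addition; B-score computed on integrated fluorescence ratio after choline addition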
Target sequence (Q9GZV3 whole entry, looked up): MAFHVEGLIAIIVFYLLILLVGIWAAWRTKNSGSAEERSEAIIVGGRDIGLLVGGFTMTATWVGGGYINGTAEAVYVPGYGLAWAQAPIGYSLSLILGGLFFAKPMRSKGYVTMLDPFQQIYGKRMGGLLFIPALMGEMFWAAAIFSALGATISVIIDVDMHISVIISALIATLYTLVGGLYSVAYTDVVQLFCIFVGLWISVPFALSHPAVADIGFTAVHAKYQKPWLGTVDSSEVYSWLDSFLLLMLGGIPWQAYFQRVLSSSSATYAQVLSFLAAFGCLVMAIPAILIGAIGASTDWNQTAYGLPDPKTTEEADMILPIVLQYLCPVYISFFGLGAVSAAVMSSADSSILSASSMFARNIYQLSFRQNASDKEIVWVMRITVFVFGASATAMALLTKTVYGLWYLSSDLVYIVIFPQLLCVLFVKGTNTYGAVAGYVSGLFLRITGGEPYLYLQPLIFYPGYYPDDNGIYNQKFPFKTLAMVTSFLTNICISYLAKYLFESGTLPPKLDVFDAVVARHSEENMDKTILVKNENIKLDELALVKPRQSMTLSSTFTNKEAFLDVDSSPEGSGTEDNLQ
CHT allo act = CHT positive allosteric modulators, primary screen, cell-based, membrane potential dye, choline EC20. hit rate 0.49% among 310,000. B-score at 10 µM. CHT-expressing cells; hits give high values; LV-AA mutant CHT in HEK293 cells;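 active = initial fluorescence not abnormally high and integrated response B-score, plate-corrected, over 3 SD above library mean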
* hit, by the source's call; i = inactive. Compounds as they come. About 1.4% of those tested had a hit in this group.

SMILES	CHT inh	CHT allo act
Cc1ccccc1NC(=S)N(Cc1ccco1)C(C)c1cccs1 (centres undefined)	i	i
COc1cc(/C=N/NC(=O)c2ccccn2)ccc1OC(=O)c1ccc(Br)cc1	i	i
Cc1ccc(-c2cc3nc(C)cc(NCc4ccco4)n3n2)cc1	i	i
Cc1c(N=N/C(C(=O)Nc2ccccc2)=C(/O)c2ccccc2)c(=O)n(-c2ccccc2)n1C	i	i
O=C1CCN(S(=O)(=O)c2ccccc2)N1	i	i
CC1(C)CC(=O)C2=C(C1)N(CCN1CCOCC1)C1=C(C(=O)CC(C)(C)C1)C2c1cccc(Cl)c1	i	i
COc1c(OC(C)=O)ccc(/C=C/c2ccc3cccc(OCc4ccccc4)c3n2)c1[N+](=O)[O-]	i	i
CC(OC(=O)/C=C/c1cccs1)C(=O)Nc1ccc(S(N)(=O)=O)cc1 (centres undefined)	i	i
OCC(CO)(CO)NC(=S)Nc1cc(Cl)cc(Cl)c1	i	i
COc1ccc(NC(=O)CCN2C(=O)c3ccccc3C2=O)c(OC)c1	i	i
Cc1ccc(N2C(=O)C3C4CC(=O)C(c5ccccc54)C3C2=O)cc1 (centres undefined)	i	i
CN1CCc2c(sc(NC(=O)Cc3ccc(F)cc3)c2C(N)=O)C1	i	i
COc1ccc(CN2CCN(CC3CC3)CC2CCO)c(C)c1C (centres undefined)	i	i
Cn1ncc(Cl)c1C(=O)N1CCc2ccccc21	i	i
O=C(NN=C(Cc1ccccc1)Cc1ccccc1)c1ccncc1	i	i
O=C(N/N=C/c1ccncc1)c1ccccc1[N+](=O)[O-]	i	i
CCCNC(=O)c1ccccc1NC(=O)CN(c1ccccc1OCC)S(C)(=O)=O	i	i
O=C(Nc1cccc(Cl)c1N1CCOCC1)c1cccnc1	i	i
COc1ccc(CNc2ccc([N+](=O)[O-])cn2)cc1	i	i
CCCCC1=CC2=CC(=O)C(C)(OC(=O)CCc3ccccc3)C(=O)C2=CO1 (centres undefined)	i	i
Cc1noc(NS(=O)(=O)c2ccc(NC(=O)CSc3nnc4c(n3)[nH]c3ccccc34)cc2)c1C	i	i
Cc1ccc(-c2nnc(N)s2)cc1	i	i
CCC1Sc2ccc(S(=O)(=O)CCC(=O)Nc3ccc(OC(F)(F)F)cc3)cc2NC1=O (centres undefined)	i	i
Cc1ccccc1-c1nn(-c2ccc(F)cc2F)cc1CNCCCN(C)C	i	i
Cc1ccc(/C=C2\SC(=S)N(CC3CCCO3)C2=O)o1 (centres undefined)	i	i
COc1ccc(OC)c(NC(=S)N2CCN(Cc3ccccc3)CC2)c1	i	i
COCCNC(=S)N(CCc1c(C)[nH]c2ccc(F)cc12)Cc1cccs1	i	i
O=C(C1CCCN(c2ncnc3c2nc2n3CCCCC2)C1)N1CCN(c2ccc(Cl)cc2)CC1 (centres undefined)	-7.8*	i
CC1(C)CC(c2nc(-c3ccc([N+](=O)[O-])cc3)cs2)CCO1 (centres undefined)	i	i
CN(C)c1ccc(S(=O)(=O)N2CCCCC2)cc1NC(=O)COc1ccccc1F	i	i
Cc1cc(/C=N/n2c(COc3ccccc3C)nc3ccccc3c2=O)c(O)c([N+](=O)[O-])c1	i	i
Cc1onc(-c2ccccc2Cl)c1C(=O)Nc1sc2c(c1C#N)CCC2	i	i
COc1ccccc1Cn1c(=O)[nH]c2cccnc21	i	i
CCCCOc1ccc(C(=O)OCC(=O)Nc2cc(C)on2)cc1	i	i
CC/C(=N\NC(=O)c1c[nH]c2ccccc12)c1cccs1	i	i
O=C(COc1ccccc1)N=C1SC2CS(=O)(=O)CC2N1c1ccc(F)cc1 (centres undefined)	i	i
NC(=O)C1CCN(Cc2nc3ccccc3c(=O)[nH]2)CC1	i	i
COc1cccc(NC(=O)CCCCCN2C(=O)[C@@H]3Cc4ccccc4CN3C2=O)c1	i	i
Cc1[nH]c(=O)[nH]c(=O)c1NC(=O)CSc1ncccc1-c1nc2ccccc2[nH]1	i	i
Cc1cc(OCCOCCN2CCCC2)ccc1C(C)C	i	i
CC(Oc1ccccc1)C(=O)N=C1SC2CS(=O)(=O)CC2N1c1ccccc1 (centres undefined)	i	i
Cc1nnc2ccc(-c3cccc(NS(=O)(=O)c4cc(F)ccc4F)c3)nn12	i	i
O=C(c1ncc[nH]1)c1ccccc1C(=O)N1CCOCC1	i	i
O=C(COC(=O)/C=C/c1ccccc1)NCCC1=CCCCC1	i	i
O=CNCCc1nc2ccccc2n1CCc1ccccc1	i	i
COc1ccc(CN2CCC(c3nc4ccc(Cl)cc4[nH]3)CC2)cc1	i	i
CCc1ccc(C(=O)CSc2ncn[nH]2)cc1	i	i
C=CCSc1nnc2c(n1)OC(c1c(C)[nH]n(-c3ccccc3)c1=O)Nc1ccccc1-2 (centres undefined)	i	i
COc1ccc(S(=O)(=O)N(C)c2ccc(C(=O)Nc3ccccc3C(=O)N3CCOCC3)cc2)cc1	i	i
O=C(O)c1cccc(NS(=O)(=O)c2ccc(Oc3ccc(S(=O)(=O)Nc4cccc(C(=O)O)c4)cc3)cc2)c1	i	i
CCSC1=C(C#N)C(c2ccccc2Cl)CC(=O)N1 (centres undefined)	i	i
Cc1ccccc1-c1ccc(/C=C2/SC(N3CCOCC3)=NC2=O)o1	i	i
Cc1cc(C(=O)Nc2sccc2C#N)c2ccccc2n1	i	i
O=C(CN1C(=O)NC2(CCCC2)C1=O)OCc1c(F)cccc1Cl	i	i
CN1CCN(C(=O)c2ccc3c(c2)OCCO3)CC1	i	i
CCOC(=O)Cc1csc(NC(=O)c2c(-c3c(Cl)cccc3Cl)noc2C)n1	i	i
Cc1cc(C)n(Cc2n[nH]c(=S)n2Cc2ccccc2)n1	i	i
Cc1ccc(/C(O)=C/C(=O)C(=O)NC23CC4CC(CC(C4)C2)C3)cc1	i	i
O=C(C1COc2ccccc2O1)N1CCN(c2ccccn2)CC1 (centres undefined)	i	i
Cc1ccc(/C=C/C(=O)O)cc1S(=O)(=O)N(CCO)CCO	i	i

Some of these compounds in order of SMILES length, falling:
SMILES	CHT inh	CHT allo act
COc1ccc(S(=O)(=O)N(C)c2ccc(C(=O)Nc3ccccc3C(=O)N3CCOCC3)cc2)cc1	i	i
Cc1onc(-c2ccccc2Cl)c1C(=O)Nc1sc2c(c1C#N)CCC2	i	i
COc1ccc(OC)c(NC(=S)N2CCN(Cc3ccccc3)CC2)c1	i	i
Cc1ccc(/C=C2\SC(=S)N(CC3CCCO3)C2=O)o1 (centres undefined)	i	i
O=C(Nc1cccc(Cl)c1N1CCOCC1)c1cccnc1	i	i
Cc1cc(C(=O)Nc2sccc2C#N)c2ccccc2n1	i	i
Cn1ncc(Cl)c1C(=O)N1CCc2ccccc21	i	i

Next structures follow.
canonical_smiles | CHT inh | CHT allo act
CCOC(=O)CNC(=O)N1c2ccccc2Sc2ccccc21 | i | i
O=C(Cn1nnc2ccccc21)Nc1ccc(Cl)cn1 | i | i
O=c1oc2c(CN3CCCCC3)c(O)ccc2c2c1CCCC2 | i | i
COCCN(CCOC)C(=O)c1ccc(SCc2ccc(C)cc2)c([N+](=O)[O-])c1 | i | i
CCOc1ccc(C2NC(=O)C(C#N)=C(S)N2c2cccc(C)c2)cc1OC (centres undefined) | i | i
COc1ccc(C(=O)N/N=C/c2ccc(OC(=O)c3ccccc3)cc2)cc1 | i | i
CCc1cccc(NC(=O)CCc2nc3sc4c(c3c(=O)[nH]2)CCCC4)c1 | i | i
CC(C)NC(=O)N1CCN(c2ccncc2S(=O)(=O)N2CCOCC2)CC1 | i | i
O=C(CN1C(=O)C(=O)N(Cc2ccccc2)C1=O)Nc1ccc(F)c(Cl)c1 | i | i
O=C(CCSCc1ccccc1F)N1CCN(c2ccccn2)CC1 | i | i
Cc1cccc(NC(=O)CSc2n[nH]c(-c3ccncc3)n2)c1C | i | i
CCOC(=O)N1CCN(S(=O)(=O)c2ccc3c(c2)CCN3C(=O)C2CCC2)CC1 | i | i
CCN1CCN(Cc2ccc(C(=O)Nc3ccc(C)c(NCc4cnc(NC(=O)OC)cn4)c3)cc2C(F)(F)F)CC1 | i | i
CCN1C(=O)c2cccc3c(S(=O)(=O)NCc4ccco4)ccc1c23 | i | i
Cc1ccc(NC(=O)c2cc(NC(=O)C3CC=CCC3C(=O)O)ccc2N2CCOCC2)cc1Cl (centres undefined) | i | i
Cc1cc2ccccc2n1CCNC(=O)Cc1cccc2ccccc12 | i | i
CC1(C)Cc2c(C#N)c(SCCOc3ccccc3)nc(N3CCOCC3)c2CO1 | i | i
CC1(C)c2ccccc2N(CC(N)=O)C12C=Cc1ccccc1O2 (centres undefined) | i | i
O=C(CN1CCOCC1)NCc1ccc(F)cc1 | i | i
COc1cccc(-n2nc(C(C)=O)c(=O)[nH]c2=O)c1 | i | i
O=C(NCc1ccc(F)cc1)c1cnc(Cl)c(Cl)c1 | i | i
COc1cc2c(cc1OC)C(C(=O)NCc1cccnc1)C(c1cccnc1)N(C)C2=O (centres undefined) | i | i
CCN(Cc1ccccc1)C(c1ccccn1)c1nnnn1C1CCCCC1 (centres undefined) | i | i
CC(C)[C@H](NC(=O)c1ccccc1)C(=O)O | i | i
Cc1ccc(CN2CCN(Cc3cn(C)nc3-c3ccccc3)CC2CCO)o1 (centres undefined) | i | i
Oc1ccc(-c2csc(-c3c[nH]c4ccccc34)n2)c(O)c1 | i | i
COC(=O)c1cc(Br)c(=O)n(CCc2ccccc2)c1 | i | i
CCCCN(C(=S)Nc1cccc(C)c1C)c1c(N)n(CCC)c(=O)[nH]c1=O | i | i
Cc1ccc(CNC(=O)C(=O)NCC2OCCCN2S(=O)(=O)c2ccc(F)cc2)cc1 (centres undefined) | i | i
CCOC(=O)C1C(=O)OC2(CCCCC2)C1C(=O)OCC (centres undefined) | i | i
CCCCn1c(=O)[nH]c(=O)c2c(C(=O)OCC)cc(-c3ccc(OC(F)F)cc3)nc21 | i | i
O=C(/C=C/c1ccco1)NC1CCCC1 | i | i
CC[N+]1(CC)CC2CCC(C)(C1)C2(C)C (centres undefined) | i | i
CCOc1ccc(N2C(=O)CC(S/C(N)=N/N=C/c3cccs3)C2=O)cc1 (centres undefined) | i | i
CC(=O)NC(CCCN1C(=O)c2ccccc2C1=O)c1nnn(C)n1 (centres undefined) | i | i
Cc1ccn2c(=O)c(NC(=O)COc3ccccc3)c(C)nc2c1 | i | i
CN(C)/C=N/c1cc(=O)n(C)c(=O)n1Cc1ccccc1 | i | i
C=CCNC(=O)CN1CCC(n2c(C)nc3cc(C(F)(F)F)ccc32)CC1 | i | i
COc1ccc(NS(=O)(=O)c2ccc3c(c2)NC(=O)CCS3)cc1Cl | i | i
COc1ccccc1NC(=O)CSCc1cc(=O)n2c(C)csc2n1 | i | i
Cc1ccc(NS(=O)(=O)c2cccc(C(=O)O)c2)c(C)c1 | i | i
CCCc1ccc(C(=O)NC(=O)c2ccccc2O)cc1 | i | i
CCOC(=O)C(C)On1c(-c2ccccc2)nc2ccc([N+](=O)[O-])cc21 (centres undefined) | i | i
COc1ccc2oc(CS(=O)c3ccccc3)c(C(=O)O)c2c1 (centres undefined) | i | i
CC(=O)NNC(=O)CC(=O)Nc1nc(C23CC4CC(CC(C4)C2)C3)cs1 | i | i
Cc1cccc2cc(CN(CCN(C)C)C(=S)NCc3ccco3)c(=O)[nH]c12 | i | i
CCOC(=O)c1ccc(NC(=O)COc2cc3oc(=O)c(CC(C)O)c(C)c3cc2Cl)cc1 (centres undefined) | i | i
CS(=O)(=O)N(CC(=O)N1CCN(Cc2ccccc2)CC1)c1ccccc1F | i | i
Cc1cccc(N(CC(=O)N2CCCC2)S(=O)(=O)c2ccccc2)c1C | i | i
O=C(COc1ccccc1)Nc1c2c(nn1-c1ccccc1)CS(=O)C2 (centres undefined) | i | i
C=CCNC(=O)NS(=O)(=O)c1ccc(C)cc1 | i | i
COc1ccc2c(c1OC)C(=O)N1C2SC[C@H]1C(=O)NC1CCCC1 (some centres undefined) | i | i
OCCNCC12CC3CC(CC(C3)C1)C2 | i | i
Cc1cc(-c2cc(C(=O)NCc3ccccc3)on2)nc(NCC2CC2)n1 | i | i
CCC(C)NC(=O)c1ccc(-n2c(=S)[nH]c3ccccc3c2=O)cc1 (centres undefined) | i | i
COc1ccc(C(=O)NC2CC2)cc1OC1CCN(C/C=C/c2ccccc2)CC1 | i | i

Single records, as listed above.
Listed for COc1ccc2c(c1OC)C(=O)N1C2SC[C@H]1C(=O)NC1CCCC1 (some centres undefined) = CHT inh = i; CHT allo act = i
Listed for Cc1cccc(N(CC(=O)N2CCCC2)S(=O)(=O)c2ccccc2)c1C = CHT inh = i; CHT allo act = i

(list continues)
canonical_smiles | CHT inh | CHT allo act
Cc1ccccc1-c1nsc(SCC(=O)Nc2ccc3c(c2)OCO3)n1 | i | i
COc1ccc(/C=N/c2c(-c3ccc(OC)cc3)nc3n2CCS3)cc1 | i | i
CCc1cc(=O)oc2c(C)c(OCC(=O)N3CC[C@@]4(O)CCCC[C@H]4C3)ccc12 | i | i
O=[N+]([O-])c1ccc(N2CCN(c3ccc([N+](=O)[O-])cc3CO)CC2)c(CO)c1 | i | i
O=C(Cc1ccc2c(c1)OCCO2)N1CCN(S(=O)(=O)c2cccc(Cl)c2Cl)CC1 | i | i
CC(CN1CCCCC1)NC(=O)c1cc(-c2ccccn2)nc2ccc(Cl)cc12 (centres undefined) | i | i
COc1ccccc1N1CCN(C2CCCN(C(=O)C3=NN(C)C(=O)CC3)C2)CC1 (centres undefined) | i | i
COc1ccc2[nH]cc(S(=O)(=O)c3ccc(C)cc3)c2c1 | i | i
CC(=O)OC1=C(C#N)Cn2ccc3cccc1c32 | i | i
